# GIRK2 act: activators of NPY4-receptor-primed GIRK2 channels, summary, cell-based, HEK293, thallium flux; AID 1259324, 2017; HEK293 GIRK2/NPY4 cells, thallium flux fluorescence; G protein-activated inward rectifier potassium channel 2 (Homo sapiens), P48051; 34,000 tested, under 10 active; activation (% efficacy), % for hits at 37.5 µM;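 active means primary screen hit, no activity in plain HEK293 cells, and in GIRK2-only cells above 5% efficacy rising with concentration; inactive means the rest, including fluorescent compounds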;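 further: efficacy is normalized control-subtracted fluorescence 15 s after thallium addition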
# Target sequence (P48051 whole entry, looked up): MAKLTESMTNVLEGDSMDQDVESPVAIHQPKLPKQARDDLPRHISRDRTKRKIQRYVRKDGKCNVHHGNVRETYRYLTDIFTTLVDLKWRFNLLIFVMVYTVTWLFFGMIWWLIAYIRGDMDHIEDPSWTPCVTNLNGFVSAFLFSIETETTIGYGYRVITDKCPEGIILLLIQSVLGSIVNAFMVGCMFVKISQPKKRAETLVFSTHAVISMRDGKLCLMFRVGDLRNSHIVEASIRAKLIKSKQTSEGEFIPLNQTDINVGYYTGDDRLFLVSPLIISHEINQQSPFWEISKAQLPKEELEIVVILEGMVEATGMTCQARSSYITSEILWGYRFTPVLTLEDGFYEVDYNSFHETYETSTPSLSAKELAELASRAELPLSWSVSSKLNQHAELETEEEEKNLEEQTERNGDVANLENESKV
# Calls only; i = inactive. Some of the compounds tested; count on the stated rates, not on these rows.
SMILES,GIRK2 act
CCc1ccccc1NC(=O)NCCNc1cc(N(C)C)nc(C)n1,i
CCCCNC(=O)CCCn1nc(-c2cccc(OC)c2)ccc1=O,i
CC(=O)Nc1ccc(C(=O)NCCNC(=O)Cc2ccc(F)cc2)cc1,i
O=C(NCCCO)C(=O)Nc1ccc2c(c1)OCO2,i
COCCN1CCC(NC(=O)c2ccc(Cl)s2)CC1,i
COc1ccc(C(=O)CSc2nc(CC(=O)Nc3cccc(SC)c3)cs2)cc1,i
CCc1cccc(CC)c1NC(=O)CCCOc1ccccc1,i
Cc1cc(CNC(=O)C(=O)Nc2ccc(C)c(N3CCCC3=O)c2)c(C)o1,i
COc1cccc(-c2cc(CC(=O)Nc3ccccc3SC)no2)c1,i
O=C(NCc1ccc(F)cc1)C(=O)NCC(O)(c1cccs1)C1CC1 (configuration not stated),i
COc1ccc(CCC(=O)Nn2cnc3c(cnn3C(C)(C)C)c2=O)cc1,i
Cc1ccc(-c2noc(-c3cn(CC(=O)Nc4ccc(C(N)=O)cc4)c4nc(C)ccc4c3=O)n2)cc1,i
COc1ccc(OC)c(-c2ccc(=O)n(CC(=O)N3CCCC3)n2)c1,i
O=C(NCCC1=CCCCC1)C(=O)Nc1ccc(F)c([N+](=O)[O-])c1,i
O=S(=O)(c1ccc(Cl)cc1)n1cccn1,i
COc1ccc(NC(=O)CN2N=NC3C(=O)N(c4ccc(C(C)C)cc4)C(=O)C32)cc1OC (configuration not stated),i
CCn1nc(C)cc1C(=O)N(CCN1CCOCC1)c1nc2c(F)cc(F)cc2s1,i
O=C(Nc1ccc2ncsc2c1)c1ccc(S(=O)(=O)N2CCCc3ccccc32)cc1,i
O=C1NC2(CCN(S(=O)(=O)c3ccc4cccc5c4c3CC5)CC2)C(=O)N1Cc1ccccc1,i
Cc1ccc(S(=O)(=O)N2CCc3ccc(NC(=O)CCc4ccccc4)cc3C2)cc1,i
O=C(NCc1nc2ccccc2n1Cc1ccccc1F)c1ccco1,i
O=C(c1cccs1)N1CC(C(=O)N2CCN(Cc3ccccc3)CC2)C1,i
COc1ccc(CCC(=O)N2CCN(c3ccc(-c4ccc5c(c4)OCO5)nn3)CC2)cc1,i
NS(=O)(=O)c1ccc(CCNC(=O)CCCn2nc(-c3ccccc3)ccc2=O)cc1,i
Cc1cc(NC(=O)c2ccc(S(=O)(=O)N3CCCc4ccccc43)cc2)n(C(C)C)n1,i

# Following part.
SMILES,GIRK2 act
O=C(Cc1cccs1)N1CCN(c2ccc(-c3ccc4c(c3)OCO4)nn2)CC1,i
COc1ccc(-c2nnc(NC(C)=O)o2)cc1OC,i
Cn1cccc1C(CNS(=O)(=O)c1ccc(F)cc1)N1CCCCCC1 (configuration not stated),i
O=C(Nc1cccc(N2CCCCC2=O)c1)Nc1ccc2c(c1)OCO2,i
Cc1ccc(NC(=O)c2cc(-c3ccc(C)cc3)nc3c2c(C)nn3C2CCS(=O)(=O)C2)cc1 (configuration not stated),i
O=C(CN1CC(c2nc(-c3cccc(C(F)(F)F)c3)no2)C1)Nc1cccnc1,i
CCn1c(=NC(=O)c2ccc(S(=O)(=O)C(C)C)cc2)sc2cc(OC)ccc21,i
Cc1cc(C)c(S(=O)(=O)Nc2ccc(CC(=O)N3CCC(O)CC3)cc2)c(C)c1,i
NC(=O)C1CCN(C(=O)c2ccc3c(c2)[nH]c(=S)n2c4ccccc4nc32)CC1,i
COCC(C)(O)CNC(=O)c1cc(Cl)ccc1Cl (configuration not stated),i
O=C(Cc1csc(-n2cccc2)n1)N1CCN(c2ncccn2)CC1,i
O=C(NCc1nc(-c2ccccc2)no1)C1CN(c2nc3c(F)cccc3s2)C1,i
O=C(Nc1ccccc1Cl)Nc1ccccc1NC(=O)c1ccsc1,i
CN1CCC(N(C)C(=O)c2cc3cccnc3n(Cc3ccc(F)cc3)c2=O)CC1,i
Cc1nn(C2CCS(=O)(=O)C2)c2nc(-c3ccccc3)cc(C(=O)NC3CCCCC3)c12 (configuration not stated),i
CCOc1ccc2nc(NC(=O)c3ccnn3C)sc2c1,i
Cc1cc(NC(=O)c2ccc3c(c2)OCO3)n(-c2ccccc2)n1,i
COC(=O)c1c2c(nc3c1c(-c1ccco1)nn3C1CCS(=O)(=O)C1)CCC2 (configuration not stated),i
CCC(C)NC(=O)C(=O)Nc1c2c(nn1-c1cccc(Cl)c1)CS(=O)(=O)C2 (configuration not stated),i
O=C(CCc1csc(NC(=O)c2ccc[nH]c2=O)n1)Nc1nccs1,i
COc1ccc(OC)c(N2CC(c3nc(-c4ccncc4)no3)CC2=O)c1 (configuration not stated),i
CC(C)(C)NC(=O)N1CCC(CNC(=O)Nc2ccc(C(F)(F)F)cc2)CC1,i
CS(=O)(=O)c1ccc(C(=O)Nc2ccc3ncsc3c2)cc1,i
COc1ccc(-c2cc(=O)[nH]c(SCc3nc(-c4cccc(OC)c4OC)oc3C)n2)cc1,i
COc1ccc2sc(N(CCN3CCOCC3)C(=O)c3cc(=O)c4ccccc4o3)nc2c1,i

# Reprinted from the results shown for reference:
SMILES,GIRK2 act
O=C(Nc1ccc2ncsc2c1)c1ccc(S(=O)(=O)N2CCCc3ccccc32)cc1,i
O=C1NC2(CCN(S(=O)(=O)c3ccc4cccc5c4c3CC5)CC2)C(=O)N1Cc1ccccc1,i
Cc1ccc(S(=O)(=O)N2CCc3ccc(NC(=O)CCc4ccccc4)cc3C2)cc1,i
O=C(NCc1nc2ccccc2n1Cc1ccccc1F)c1ccco1,i
O=C(c1cccs1)N1CC(C(=O)N2CCN(Cc3ccccc3)CC2)C1,i
COc1ccc(CCC(=O)N2CCN(c3ccc(-c4ccc5c(c4)OCO5)nn3)CC2)cc1,i
NS(=O)(=O)c1ccc(CCNC(=O)CCCn2nc(-c3ccccc3)ccc2=O)cc1,i
Cc1cc(NC(=O)c2ccc(S(=O)(=O)N3CCCc4ccccc43)cc2)n(C(C)C)n1,i
O=C(Cc1cccs1)N1CCN(c2ccc(-c3ccc4c(c3)OCO4)nn2)CC1,i
COc1ccc(-c2nnc(NC(C)=O)o2)cc1OC,i
Cn1cccc1C(CNS(=O)(=O)c1ccc(F)cc1)N1CCCCCC1 (configuration not stated),i
O=C(Nc1cccc(N2CCCCC2=O)c1)Nc1ccc2c(c1)OCO2,i
Cc1ccc(NC(=O)c2cc(-c3ccc(C)cc3)nc3c2c(C)nn3C2CCS(=O)(=O)C2)cc1 (configuration not stated),i
O=C(CN1CC(c2nc(-c3cccc(C(F)(F)F)c3)no2)C1)Nc1cccnc1,i
CCn1c(=NC(=O)c2ccc(S(=O)(=O)C(C)C)cc2)sc2cc(OC)ccc21,i
Cc1cc(C)c(S(=O)(=O)Nc2ccc(CC(=O)N3CCC(O)CC3)cc2)c(C)c1,i
NC(=O)C1CCN(C(=O)c2ccc3c(c2)[nH]c(=S)n2c4ccccc4nc32)CC1,i

# (list continues)
SMILES,GIRK2 act
Cc1ccc(NC(=O)NCCNc2cc(N3CCOCC3)nc(C)n2)c(Cl)c1,i
Cc1ccc(Cl)cc1S(=O)(=O)Nc1ccc2c(c1)N(C(=O)C1CCCC1)CC2,i
Cc1ccc(S(=O)(=O)N(C)c2ccc(C(=O)N3CCN(Cc4ccccc4)CC3)cc2)cc1,i
COc1ccc(NC(=O)CSc2nc(-c3ccc(C)cc3)c3ccccc3n2)c(OC)c1,i
O=S(=O)(CCc1ccccc1)NCC1CCN(Cc2ccco2)CC1,i
CCOC(=O)c1ccc2c(c1)sc(=NC(=O)c1ccn(CC)n1)n2CCSC,i
O=C(NCc1csc(-c2ccccc2)n1)C1CCCN(c2cc(-n3cccn3)ncn2)C1 (configuration not stated),i
CC(O)(CNC(=O)CC(c1ccccc1)c1ccccc1)c1ccc2c(c1)OCO2 (configuration not stated),i
CS(=O)(=O)N1CCCc2cc(NC(=O)c3ccc([N+](=O)[O-])cc3)ccc21,i
COc1ccc(OC)c(S(=O)(=O)Nc2ccc(N3CCCCC3=O)c(OC)c2)c1,i
CCc1nnc2ccc(N3CCN(S(=O)(=O)c4ccc(Cl)cc4)CC3)nn12,i
C=CCn1c(SCc2ccccc2)nc2c1c(=O)[nH]c(=O)n2C,i
CC(C)(CO)NC(=O)Cc1ccc(NC(=O)C2(c3ccc(Cl)cc3)CCCC2)cc1,i
COc1ccc2nc(N(CC3CCCO3)C(=O)c3ccnn3C)sc2c1 (configuration not stated),i
CCOC(=O)N1CCN(C(=O)Cn2cnc(-c3ccccc3)cc2=O)CC1,i
COCCN1CCC(CNC(=O)COc2ccc3ccccc3c2)CC1,i
Cc1cc(C)n(-c2ccc(N3CCC(C(=O)Nc4cnc5ccccc5c4)CC3)nn2)n1,i
Cc1cc(=O)[nH]c(-n2nc(C)c(CCC(=O)Nc3ccc(F)c(Cl)c3)c2C)n1,i
CN(C)C(CNC(=O)C(=O)NCc1ccc2c(c1)OCO2)c1cccc2ccccc12 (configuration not stated),i
COc1ccc(Cl)cc1NC(=O)N1CCC2(CC1)OCCN2S(=O)(=O)c1cccs1,i
NC(=O)CSc1nc(-c2ccccc2)c(NC(=O)CCC2CCCC2)s1,i
Cn1cccc1C(O)CNS(=O)(=O)c1ccc2c(c1)OCCO2 (configuration not stated),i
Cc1cc(C)n(CCNC(=O)CN2C(=O)CCC2=O)n1,i
CSc1ccccc1CN1CCC(CNC(=O)c2ccco2)CC1,i
COC(=O)CN(c1ccc2c(c1)OCCO2)S(=O)(=O)c1ccc2nncn2c1,i

# Continued, starting with the last two of the part before.
SMILES,GIRK2 act
CSc1ccccc1CN1CCC(CNC(=O)c2ccco2)CC1,i
COC(=O)CN(c1ccc2c(c1)OCCO2)S(=O)(=O)c1ccc2nncn2c1,i
O=C(Nc1cnc2sccn2c1=O)c1ccc(F)cc1,i
COc1ccc(-c2c(C)oc3c4c(ccc3c2=O)OCN(CCCO)C4)cc1,i
CCn1nc(C(=O)NCCn2nc(C)cc2C)ccc1=O,i
CC(=O)Nc1cccc(NC(=O)c2ccc(=O)n(Cc3ccc(F)cc3)c2)c1,i
O=C(NCc1cccs1)NC1CCCC(O)C1 (configuration not stated),i
O=C(NCCO)C(=O)Nc1c2c(nn1-c1ccc(Cl)cc1)CSC2,i
COc1ccc(-c2ccc(OCCNS(=O)(=O)c3ccccc3F)nn2)cc1,i
COc1ccc(-c2noc(Cn3ccn4nc(-c5ccc(C)cc5)cc4c3=O)n2)cc1OC,i
O=C(NCCC(c1ccccc1)c1ccccc1)c1ncccn1,i
O=C(NCc1nc(-c2ccccc2)no1)c1nc(-c2cnccn2)no1,i
Cn1cccc1C(O)CNC(=O)C(=O)Nc1cc(Cl)ccc1C#N (configuration not stated),i
COc1ccccc1N1CCN(C(=O)c2cc(=O)c(OC)co2)CC1,i
COCCN(CCOC)S(=O)(=O)c1ccc(C(=O)Nc2ccc3ncsc3c2)cc1,i
CCNC(=O)c1nsc(C(=O)NCc2ccc(F)cc2F)c1N,i
Cc1ccc(=O)n(CCNC(=O)Cc2cn(C)c3ccccc23)n1,i
Cn1nnc2c(=O)n(CC(=O)N3CCN(c4ccccc4)CC3)cnc21,i
COc1ccc(NC(=O)CSc2nccn(-c3ccc(F)cc3)c2=O)cc1Cl,i
NC(=O)C1CCN(S(=O)(=O)CCCOc2ccc3c(c2)OCO3)CC1,i
O=C(CCSc1ccccc1)N1CCC(c2cccs2)CC1,i
COc1cccc(CNC(=O)C(=O)Nc2ccc3c(c2)N(C(=O)C(C)C)CCC3)c1,i
COc1ccc(Nc2nc(C)c([N+](=O)[O-])c(N3CCCC3)n2)c(OC)c1,i
CC1CCCCN1c1ccc(N2CCN(C(=O)/C=C/c3ccco3)CC2)nn1 (configuration not stated),i
CCOc1ccccc1NC(=O)C(=O)NCC1CCN(C(C)C)CC1,i
COc1ccc(NC(=O)CSc2nnc(-c3ccco3)n2N)cc1OC,i
CSCCC(C)(O)CNC(=O)c1ccc(Br)o1 (configuration not stated),i

# Remaining list, next part
SMILES,GIRK2 act
O=C(NCC1CCCO1)C(=O)Nc1c2c(nn1-c1ccc(Cl)cc1)CS(=O)(=O)C2 (configuration not stated),i
Cc1cc(S(=O)(=O)NCC2CCS(=O)(=O)C2)c(Cl)cc1Cl (configuration not stated),i
O=S(=O)(CCCOc1ccc2c(c1)OCO2)NC1CCCCC1,i
CCOc1ccc(-c2cc(=O)n(CCCC(=O)N3CCN(S(C)(=O)=O)CC3)cn2)cc1,i
O=C(Cc1ccccc1)NCCS(=O)(=O)N1CCN(CCc2ccccc2)CC1,i
CC12CC(NC(=O)N1c1cccc(C(=O)NCc3ccccc3)c1)c1ccccc1O2 (configuration not stated),i
CC(C)(C)C(=O)N1CCCC(c2nnc(Cc3ccc(F)cc3)o2)C1 (configuration not stated),i
C#CCOCC(O)CN1CCN(Cc2ccc3c(c2)OCO3)CC1 (configuration not stated),i
CSc1ccc(-c2noc(CSc3nc4ccccc4c(=O)n3C(C)C)n2)cc1,i
Cn1nc(CNC(=O)CSC2CCCC2)c2ccccc2c1=O,i
CCOC(=O)Cn1c(C)cn2c3c(=O)n(Cc4cc(C)ccc4C)c(=O)n(C)c3nc12,i
COc1ccccc1NC(=O)NCCCn1nc(-c2ccco2)ccc1=O,i
CC(C)NC(=O)C(=O)NCC1CCN(C(=O)/C=C/c2ccco2)CC1,i
COC(=O)N1CCC(CNC(=O)c2cc(C)oc2C)CC1,i
CC(C)CCNC(=O)/C(C#N)=C1\N=C(NC(=O)c2cccnc2)c2ccccc21,i
O=C(Nc1cccs1)Nc1ccccc1NC(=O)c1cccs1,i
Nc1nc(CN2CCCC2)cs1,i
O=C(CCc1csc(NC(=O)c2ccc(F)cc2)n1)Nc1ccc(F)c(Cl)c1,i
Cc1ccc(/C=C/S(=O)(=O)N2CC3CC2C(=O)O3)cc1 (configuration not stated),i
COCC(=O)Nc1ccc(CC(=O)NC2CC2)cc1,i
Cc1cc(C)nc(SCc2c(C(=O)N3CCOCC3)nnn2-c2ccccc2)n1,i
Cc1nc(-n2cccc2)sc1C(=O)NCc1ccc(F)cc1F,i
COc1nn(C)cc1C(=O)NCC1CCN(S(=O)(=O)C2CC2)CC1,i
CC(C)(C)OC(=O)N1CCC(Cn2c(C(F)(F)F)nc3ccccc32)CC1,i
O=C(NCC(O)Cc1ccccc1)c1ccccc1C(F)(F)F (configuration not stated),i

# Bioassay records: PubChem BioAssay, Vanderbilt University
